# Screens as filed in PubChem.
# PhoP GFP inhibition = PhoP regulon inhibitors, Salmonella typhi PhoP promoter GFP reporter, confirmatory (AID 1850); Salmonella Typhi PhoP-promoter GFP reporter, fluorescence, 4 h; higher % means a stronger effect; one-dose inhibition, % at 50 µM; IC50 in µM for titrated hits; actives 0.33% (n = 310,000); in the data active means a potency from the dose series; inconclusive means inhibition mostly from about 25% at the one dose, without a potency; inactive means the rest, 99 in 100 with inhibition below about 19%;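 further: 0% = induced wells with vehicle and 100% = uninduced wells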
# tuberculosis growth = growth inhibition of non-replicating M. tuberculosis (AID 488890); Mycobacterium tuberculosis non-replicating, growth inhibition; higher % means a stronger effect; one-dose inhibition, % at 25 µM; IC50 in µM for titrated hits; actives 0.39% (n = 320,000); in the data active means a potency from the dose series; inconclusive means inhibition mostly from about 82% at the one dose, without a potency; inactive means the rest, 99 in 100 with inhibition below about 76%;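 further: plate controls were DMSO cells for no effect and high antibiotic wells for full effect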
# inhibitors of VEEV = inhibitors of VEEV TC-83 cytopathic effect, confirmation, Vero cells (AID 588727) | Vero cells, VEEV TC-83 cytopathic effect inhibition; higher % means a stronger effect | inhibition, % at 20 µM, or IC50 in µM where a hit was titrated | actives 0.13% (n = 350,000); in the data active means a potency from the dose series; inconclusive means inhibition mostly from about 14% at the one dose, without a potency; inactive means the rest, 99 in 100 with inhibition below about 12%; further: strong numbers were not always called active
# influenza NS1A = H1N1 influenza NS1A inhibitors, functional cell based assay (AID 504329) | actives 0.3% (n = 340,000) | NS1A functional cell-based assay, percent inhibition; higher % means a stronger effect | inhibition, % at 12.5 µM; hits with a dose series show IC50 in µM; in the data active means a potency from the dose series; inconclusive means inhibition above about 27% without an active follow-up result; further: strong numbers were not always called active
# H37Rv inhibition = M. tuberculosis growth inhibition, HTS (AID 449762); M. tuberculosis H37Rv growth inhibition, 7H9 media; higher % means a stronger effect; inhibition, % at 25 µM; hits with a dose series show IC50 in µM; actives 0.59% (n = 330,000); in the data active means a potency from the dose series; inconclusive means inhibition above about 70% without an active follow-up result;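 further: bacterial growth assessed after seven days of incubation; strong numbers were not always called active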
# inhibitors of VEEV 10K pilot screen = second read-out of inhibitors of VEEV, no call of its own (marks repeat the call); inhibition, %; measured here: 10K pilot screen inhibition
# * = called active by the depositor; i = inactive; ? = inconclusive; / = not tested or not shown. This is a random part of the collection, and some 1.5% of all compounds hit somewhere here.
SMILES,PhoP GFP inhibition,tuberculosis growth,inhibitors of VEEV,influenza NS1A,H37Rv inhibition,others
COc1ccc(N(CC(=O)N/N=C/c2ccc(C(=O)O)cc2)S(=O)(=O)c2ccc(NC(C)=O)cc2)cc1,-10%,-5%,0.5%,-4%,-7%,
COc1ccccc1C(=O)NNC(=O)c1cccc(O)c1,6%,-11%,1.5%,-9%,-8%,
CC(Sc1n[nH]c(-c2cccs2)n1)C(=O)N1CCCC1 (stereo unspecified),/,1%,0.4%,-26%,-9%,
CC(C)CN(C(=O)C(C)N1C(=O)c2ccccc2C1=O)c1c(N)n(Cc2ccccc2)c(=O)[nH]c1=O (stereo unspecified),2%,-14%,3.3%,-13%,-11%,
CCN(CC)C(=O)c1cc2c(=O)c3cc(Cl)ccc3oc2nc1C,1%,-12%,1.4%,3%,-3%,
CC1CN(Cc2nc3c(c(=O)[nH]c(=O)n3C)n2CCCc2ccccc2)CC(C)O1 (stereo unspecified),-3%,-33%,0.6%,-5%,-2%,
O=C(NC1CCCCC1)N1CCN(C(=O)c2ccco2)CC1,-4%,9%,3.3%,-3%,-2%,
COc1cc(NC(=O)CSc2nc(=O)n(CCN3CCOCC3)c3c2CCCC3)cc(OC)c1,7%,-4%,12%,9%,-2%,
COc1ccc(Br)cc1/C=N/NC(=O)Cn1nnnc1N,-23%,-3%,1.9%,0%,-3%,
Cc1ccc(C)c(Nc2ncccc2C(=O)NCc2cccs2)c1,-4%,15%,6.3%,3%,13%,
CCn1c(NC(=O)c2cccs2)c(-c2cccs2)c(=O)c2ccccc21,-7%,5%,5.5%,1%,-3%,
CCOC(=O)C1CCN(C(=O)CCc2nnc3ccc(N4CCC(C)CC4)nn23)CC1,-3%,4%,0.4%,1%,2%,
Cc1ccc(S(=O)(=O)NCC(=O)N(CC(=O)NC(C)(C)C)Cc2cccs2)cc1,-12%,1%,i,7%,-13%,
Cc1ccc(N(C)C(=O)Oc2ccc(C(=O)c3ccc(Cl)cc3)cc2)cc1,-22%,17%,0.4%,6%,7%,inhibitors of VEEV 10K pilot screen=0.5
CCc1ccccc1N1C(=O)C2CC(C)=C(C)CC2C1=O (stereo unspecified),3%,1%,3.1%,-24%,3%,
O=C(OCC(=O)N1CCCCC1)c1n[nH]c(=O)c2ccccc12,/,/,1.3%,-12%,/,
COc1ccc(NC(=O)C2CCN(S(=O)(=O)c3ccc(OC)c(OC)c3)CC2)c(OC)c1,7%,-4%,1.2%,-10%,-6%,
CN(C)S(=O)(=O)c1ccc(Cl)c(NC(=O)COC(=O)C2CSC3(C)CCC(=O)N23)c1 (stereo unspecified),0%,-14%,0.8%,15%,2%,
CCOC(=O)N1CCN(S(=O)(=O)c2ccc(OC)c(Br)c2)CC1,-1%,6%,2.1%,18%,1%,
COc1ccccc1CSc1nc2ccccc2[nH]1,12%,16%,0.9%,-5%,1%,
CCOC(=O)C1=C(CSc2nc(-c3ccccc3)ccc2C#N)OC(N)=C(C#N)C1c1ccccc1 (stereo unspecified),8%,?,i,-3%,1%,
O=C(Nc1ccc2ccccc2n1)Nc1cccs1,3%,-11%,4.1%,-17%,-2%,
COC(=O)c1sc(NC(=O)COc2ccccc2)nc1C,6%,54%,2.5%,0%,3%,
CCCOc1ccc(OCCSc2nnc(N)s2)cc1,-23%,27%,3.2%,-4%,2%,
C=C1CCN([C@@H](CC(C)C)C(=O)NN2CCOCC2)S(=O)(=O)c2ccccc21,-1%,3%,1.0%,-5%,-3%,
# The list goes on.
SMILES,PhoP GFP inhibition,tuberculosis growth,inhibitors of VEEV,influenza NS1A,H37Rv inhibition,others
CC(O)[C@H]1CNC(=O)C(=O)N1CC(C)(C)C (stereo partly specified),-13%,-5%,i,-4%,5%,
CN(CC(=O)Nc1c(Cl)cccc1Cl)C(=O)CCc1nc2sc3c(c2c(=O)[nH]1)CCCC3,3%,-2%,5.5%,-3%,-2%,
CC(C)(C)CN1C(N)=NC[C@@H]1Cc1ccccc1,-9%,-1%,0.2%,2%,3%,inhibitors of VEEV 10K pilot screen=0.6
CCOc1ccc(-c2cc(C(=O)NCCCN3CCN(CC)CC3)c3ccccc3n2)cc1,-11%,23%,13%,-8%,-7%,
CCOC(=O)c1ccc(-n2c(CN3CCN(CC)CC3)nc3ccc([N+](=O)[O-])cc3c2=O)cc1,5%,17%,8.5%,19%,-6%,
COc1cc2[nH]c(C(=O)N(C)C3CCS(=O)(=O)C3)cc2c(OC)c1OC (stereo unspecified),-8%,-7%,3.6%,-9%,-6%,
COc1cc(/C=C/C(=O)O)cc(S(=O)(=O)Nc2ccc3c(c2)CCC3)c1OC,3%,2%,0.5%,-5%,-3%,
C[C@H](Nc1ccc(C(F)(F)F)cc1[N+](=O)[O-])C(=O)O,6%,-3%,i,-8%,0%,
Cn1c(=O)c2[nH]c(CCc3ccncc3)nc2n(C)c1=O,/,/,?,-7%,/,
N#Cc1ccc(C(=O)OCC(=O)N2CCCCCC2)cc1,/,/,1.5%,1%,/,
c1ccc2c(c1)oc1c(NCc3ccc4c(c3)OCO4)ncnc12,2%,75%,0.2%,7%,70%,
Cc1ccc(NC(=O)c2nc[nH]c2C(=O)NCC(=O)OC(C)(C)C)cc1,0%,26%,0.4%,0%,-5%,
Cc1ccc(C)c(OCc2cc(C(=O)N(C)Cc3nccn3C)no2)c1,-8%,39%,0.8%,-9%,-12%,
O=C(CSc1nc(-c2ccc(F)cc2)nc2ccc(F)cc12)Nc1cccc(C(=O)O)c1,6%,15%,0.5%,2%,0%,
Cc1cc(C)c2sc(N(CCCN(C)C)C(=O)CN3C(=O)c4ccccc4C3=O)nc2c1,6%,/,i,15%,2%,
CCOC(=O)C1(Cc2cccc(F)c2)CCN(Cc2ccc(COC)o2)CC1,-1%,5%,i,2%,7%,
CNC(C)C#Cc1ccc2c(=O)c3c(OC)cccc3oc2c1 (stereo unspecified),-13%,/,/,/,64%,
O=C(Nc1ccccc1F)OC1CN2CCC1CC2 (stereo unspecified),0%,-8%,1.3%,9%,1%,
C=CCC1(NC(C)c2ccccc2)CCCCC1 (stereo unspecified),-9%,5%,i,-2%,4%,
COc1ccccc1NC(=O)C1CCCCC1,12%,8%,1.4%,1%,0%,
CC(C)c1ccc(NC2CCCN(C(=O)c3cc(C(C)C)[nH]n3)C2)cc1 (stereo unspecified),/,/,1.7%,5%,/,
Cc1cc(C)n(-c2ccc(-n3ccnc3)nn2)n1,0%,-9%,0.9%,-7%,-11%,
O=C(CCSc1nc(-c2ccc3c(c2)OCO3)cc(C(F)(F)F)n1)NCc1ccccc1,13%,5%,1.0%,9%,-2%,
CCCCN(C(=O)CSCc1ccc(C)cc1)c1c(N)n(Cc2ccccc2)c(=O)[nH]c1=O,/,/,6.9%,-7%,/,
COc1ccccc1NC(=O)C(=O)N1CCCC1,-3%,9%,i,2%,-1%,
# Further structures follow:
SMILES,PhoP GFP inhibition,tuberculosis growth,inhibitors of VEEV,influenza NS1A,H37Rv inhibition,others
COc1cc(/C=N/NP(=S)(c2ccccc2)c2ccccc2)ccc1O,-6%,31%,2.4%,5%,-8%,
C/C(=N/NS(=O)(=O)c1ccc(Br)cc1)c1ccc(NC(=O)c2ccc(C)o2)cc1,-7%,12%,1.5%,1%,2%,
CCCCOC(=O)Nc1ccc(N2CCCCC2)cc1,-10%,55%,i,5%,-13%,
COC(=O)c1cc2c(cc1Cl)N1CCCCCC1=NS2(=O)=O,-9%,0%,0.6%,0%,-13%,
C=CCNc1nc(C)c(CNc2c(C)cc(C)cc2C)nc1C#N,0%,24%,3.3%,21%,5%,
COc1ccc(C(=S)N2CCN(C)CC2)cc1Br,-3%,1%,0.4%,-11%,-3%,
Cc1ccc(C(=O)NC(=S)N2CCN(c3ccc([N+](=O)[O-])cc3)CC2)cc1,-2%,-32%,i,4%,-3%,
CC(C)SCc1cc(N2CCCC2)nc(-c2ccccc2)n1,-3%,-10%,0.5%,0%,8%,
Cn1c(N2CCCC2)nc2c1c(=O)n(Cc1ccc(F)cc1)c(=O)n2C,4%,0%,1.6%,4%,6%,
CC1(C)Cc2nc(N)c(C(=O)NCCO)cc2CO1,-12%,-8%,0.7%,7%,-9%,
Cn1c(SCC(=O)Nc2ccc3c(c2)OCO3)nnc1C(F)(F)F,/,50%,1.7%,-1%,4%,
Cc1ccc(OCC(=O)Nc2ccc(F)cc2)cc1C,7%,?,0.3%,-6%,20%,
COc1ccc(Cn2c(C)ccc2C)cc1,6%,31%,3.7%,6%,-3%,
Cc1ccccc1C(=O)Nc1cccc(NC(=O)c2ccc(-c3ccc(Br)cc3)o2)c1,7%,-11%,i,5%,?,
Cc1ccc(CN(C)C(=O)CSc2nnc3n2CCCCC3)c(C)c1,/,50%,0.5%,4%,-6%,
CCOC(=O)[C@H]1[C@H]2COc3ccccc3[C@@H]2N2C(=O)c3cc(Br)ccc3NC(=O)[C@@]12C,2%,25%,5.0%,12%,12%,
CCOC(=O)C1(CCOc2ccccc2)CCN(C(=O)c2cncs2)CC1,0%,12%,1.3%,-4%,1%,
Cc1ccnc(N=Cc2c(O)ccc3oc4c(c23)CCCC4)c1,-10%,60%,/,/,-3%,
N#CCCN/N=C(/Cc1nc2ccccc2[nH]1)c1ccc(Cl)cc1,-5%,16%,/,/,18%,

# Molecules above with an NH in an aromatic ring, in the order listed:
SMILES,PhoP GFP inhibition,tuberculosis growth,inhibitors of VEEV,influenza NS1A,H37Rv inhibition,others
CC(Sc1n[nH]c(-c2cccs2)n1)C(=O)N1CCCC1 (stereo unspecified),/,1%,0.4%,-26%,-9%,
CC(C)CN(C(=O)C(C)N1C(=O)c2ccccc2C1=O)c1c(N)n(Cc2ccccc2)c(=O)[nH]c1=O (stereo unspecified),2%,-14%,3.3%,-13%,-11%,
CC1CN(Cc2nc3c(c(=O)[nH]c(=O)n3C)n2CCCc2ccccc2)CC(C)O1 (stereo unspecified),-3%,-33%,0.6%,-5%,-2%,
O=C(OCC(=O)N1CCCCC1)c1n[nH]c(=O)c2ccccc12,/,/,1.3%,-12%,/,
COc1ccccc1CSc1nc2ccccc2[nH]1,12%,16%,0.9%,-5%,1%,
CN(CC(=O)Nc1c(Cl)cccc1Cl)C(=O)CCc1nc2sc3c(c2c(=O)[nH]1)CCCC3,3%,-2%,5.5%,-3%,-2%,
COc1cc2[nH]c(C(=O)N(C)C3CCS(=O)(=O)C3)cc2c(OC)c1OC (stereo unspecified),-8%,-7%,3.6%,-9%,-6%,
Cn1c(=O)c2[nH]c(CCc3ccncc3)nc2n(C)c1=O,/,/,?,-7%,/,
Cc1ccc(NC(=O)c2nc[nH]c2C(=O)NCC(=O)OC(C)(C)C)cc1,0%,26%,0.4%,0%,-5%,
CC(C)c1ccc(NC2CCCN(C(=O)c3cc(C(C)C)[nH]n3)C2)cc1 (stereo unspecified),/,/,1.7%,5%,/,
CCCCN(C(=O)CSCc1ccc(C)cc1)c1c(N)n(Cc2ccccc2)c(=O)[nH]c1=O,/,/,6.9%,-7%,/,
N#CCCN/N=C(/Cc1nc2ccccc2[nH]1)c1ccc(Cl)cc1,-5%,16%,/,/,18%,

# For convenience, 2 of the compounds above.
SMILES,PhoP GFP inhibition,tuberculosis growth,inhibitors of VEEV,influenza NS1A,H37Rv inhibition,others
Cc1ccnc(N=Cc2c(O)ccc3oc4c(c23)CCCC4)c1,-10%,60%,/,/,-3%,
N#CCCN/N=C(/Cc1nc2ccccc2[nH]1)c1ccc(Cl)cc1,-5%,16%,/,/,18%,
